# M17LAP inhibition = P. falciparum M17LAP inhibitors, primary screen, biochemical, fluorogenic H-Leu-NHMec substrate, 1536-well (AID 1619) | recombinant M17LAP, H-Leu-NHMec fluorogenic kinetic assay; higher % means a stronger effect | 220,000 compounds, 0.38% hits | one-dose inhibition, % at 30 µM; IC50 in µM for titrated hits;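 active = compound inhibiting the enzyme by more than half at any dose during confirmatory dose-response retesting; inconclusive = strong single-dose inhibitors picked by rank but not retested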;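 also: plate controls were full reaction with DMSO carrier for no effect and no enzyme background for full effect; strong numbers were not always called active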
# Insulin prom up = MIN6 insulin promoter up-regulation. MIN6 insulin promoter-GFP reporter, high-content imaging; active compounds read high. z-score at 5 µM. 190,000 compounds, 0.3% hits;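 active = z-score above 3 at 5 µM with at least 500 cells counted in the well; inconclusive = wells under 500 cells, flagged as cytotoxic or low count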
# Yfh1-off respiration = mitochondrial function rescue without frataxin homolog – Friedreich's ataxia, plus single-dose screen, dose response (AID 1465); S. cerevisiae Yfh1-off respiration, WST-1 reduction, 72 h; higher fold induction means a stronger effect; one-dose fold induction at 50 µM; EC50 in µM for titrated hits; 220,000 compounds, 0.074% hits;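 active = fold induction of absorbance versus untreated yeast above a set limit, then at least 30% activation at any dose in follow-up; inconclusive = repeats straddling the limit, or above it without dose testing; inactive = fold induction below the set limit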;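 also: activators that raise dye reduction in frataxin-depleted yeast; strong numbers were not always called active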
# ER stress rescue = rescue of cells from ER stress-induced death, primary screen, 384-well, CSM14.1, thapsigargin, ATP luminescence (AID 1222) | cellular ATP content (survival), % at 20 µM, or EC50 in µM where a hit was titrated | 190,000 tested, under 10 active | CSM14.1 thapsigargin-induced death rescue, ATP luminescence; higher % means a stronger effect;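 active = EC50 below 50 µM in the dose-response confirmation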;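 also: death triggered by thapsigargin at about 15 µM added after 2 h compound pretreatment; cell ATP read after overnight thapsigargin exposure of roughly 18 to 22 hours; normalized against plate controls of thapsigargin alone and 5% DMSO vehicle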
# MT stabilizer = stabilizes microtubules in HeLa cells; % tubulin-high responders, % at 10 µM; 200,000 compounds, 0.83% hits; HeLa tubulin immunostaining HCS, 24 h; share of cells brighter than vehicle mean+2SD;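 active = plate Z-score above 3 for both tubulin-high and condensed-nucleus cell shares, with cell loss under 80%, at 10 µM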;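 also: anti alpha tubulin signal scored within the nucleus-defined area of each cell; some results filed as inactive read as strong as hits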
# Autophagy mod = modulators of autophagy | 190,000 compounds, 0.98% hits | calls only at 10 µM (by protocol) | MEF GFP-LC3 puncta imaging; test concentration mostly 10 µM;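 active = percentage of spot-positive cells more than 3 SD above its plate mean, without a fluorescence outlier flag or 80% toxicity; inconclusive = no clear call, values can overlap the other calls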;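 also: spot-positive cell cutoff set from DMSO-treated cells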
# Lipid droplet = modulators of hepatic lipid droplet formation; AML12 mouse hepatocytes, oleate lipid droplets, BODIPY imaging; inhibition, % at 6.5 µM; 240,000 compounds, 0.4% hits; AID 1656;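 active = lipid droplet intensity inhibited by at least 50%, with more than 500 cells counted; inconclusive = wells with under 300 cells, treated as cytotoxic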
#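 Assay system: AML12 hepatocytes (mouse) / Also added: 100 µM oleic acid challenge / Times: overnight treatment with compound plus oleate / Detection: high-content imaging of BODIPY-stained droplets and DAPI nuclei / Evaluation: % inhibition of lipid droplet signal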
# Dynein transport = dynein cargo transport inhibition. 220,000 compounds, 0.47% hits. 3617.4 mouse cells, GR-EGFP nuclear translocation imaging; test concentration mostly 20 µM; stimulated with dexamethasone, 1 µM; active compounds read low. AID 1381. z-score, hits read low;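 active = plate z-score of nuclear minus cytoplasmic receptor signal below a set negative limit, without overly bright fluorescence or cell loss, cut at about -3.5 in these data, passing the limit was not always enough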;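 also: z-score of nuclear minus cytoplasmic ring GR-EGFP intensity difference per well; some compounds called inactive have numbers as strong as hits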
#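 Also added – dexamethasone, 1.0 µM final · Buffer or medium – tet-free, stripped-serum medium · Schedule – induction 48 h, compound 1 h, agonist 30 min · Detection – formaldehyde fixation, Hoechst nuclear stain, 10x automated fluorescence imaging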
# P. falciparum M1AAP = malaria alanyl aminopeptidase activity blockers – biochemical, fluorogenic H-Leu-NHMec substrate, 1536-well (AID 1445). 220,000 compounds, 0.42% hits. recombinant M1AAP, H-Leu-NHMec fluorogenic kinetic assay; higher % means a stronger effect. inhibition, % at 30 µM, or IC50 in µM where a hit was titrated;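 active = primary inhibition above the hit cutoff, then over 50% inhibition at one or more dose response concentrations, cut at about 23% in these data, passing the limit was not always enough; inconclusive = conflicting primary data, or primary hits not chosen for dose response; inactive = low primary inhibition, or under 50% at every dose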;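 also: plate controls were DMSO full reaction for no effect and no enzyme background for full effect; strong numbers were not always called active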
# Dynein transport cytoplasmic EGFP = second read-out of Dynein transport, no call of its own (marks repeat the call); z-score; measured here: cytoplasmic GR-EGFP intensity; active compounds read high
# Dynein transport nuclear GR-EGFP = further read-out of Dynein transport, marked with its call; z-score; measured here: nuclear GR-EGFP intensity;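 lower value marks the stronger effect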
# Dynein transport cell count = also measured in Dynein transport; calls as there; z-score; measured here: cell count per field
# Insulin prom up cell count = further read-out of Insulin prom up, marked with its call; cell count; measured here: cytotoxicity, nuclei count;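 total cells summed across four imaged fields per well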
# Lipid droplet cells 6.5 µM = further read-out of Lipid droplet, marked with its call; cell count; measured here: cell count, cytotoxicity flag;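 cells counted across two imaged fields per well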
# MT stabilizer Hoechst-high % = second read-out of MT stabilizer, no call of its own (marks repeat the call); % Hoechst-high responders; measured here: nuclear condensation Hoechst responders;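 share of cells brighter than vehicle mean plus two SD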
# MT stabilizer cytotoxicity % = second read-out of MT stabilizer, no call of its own (marks repeat the call); toxicity, %; measured here: cytotoxicity by cell density;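 0% = mean cell density of plate MIN control wells and 100% = no cells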
# Autophagy mod cell loss 18 h = further read-out of Autophagy mod, marked with its call; toxicity, %; measured here: cell loss, nuclei count;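 cell loss after 18 h compound exposure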
# An asterisk follows results filed as active; i = inactive; ? = inconclusive; . = no result given.
# Under each structure – M17LAP inhibition	Insulin prom up	Insulin prom up cell count	Yfh1-off respiration	ER stress rescue	MT stabilizer	MT stabilizer Hoechst-high %	MT stabilizer cytotoxicity %	Autophagy mod	Autophagy mod cell loss 18 h	Lipid droplet	Lipid droplet cells 6.5 µM	Dynein transport	Dynein transport cytoplasmic EGFP	Dynein transport nuclear GR-EGFP	Dynein transport cell count	P. falciparum M1AAP
CC(C)n1c(C(=O)OCC(=O)NCc2ccc3c(c2)OCO3)cc2occc21
 : 5.2%	2.03	1322	i	-1.3%	2.4	1.9	2.8	i	12.3	7.2	743	-0.0413	0.0481	0.367	0.244	5.5%
O=C(Oc1oc(-c2ccco2)nc1C=Nc1ccccc1)c1ccco1
 : 13.7%	1.07	1187	.	.	2.7	3.1	6.1	i	-7.5	18.1	692	-3.18	1.42	-1.51	-1.44	8.9%
O=C(CSc1nnc(-c2ccccc2)n1-c1ccccc1)c1ccc[nH]1
 : -5.4%	0.11	1551	i	-1.0%	6.3	1.7	6.3	i	-2.3	0.2	686	2.16	-0.0737	1.51	-1.59	-3.0%
COc1ccc(-c2noc(CSc3nc(-c4ccccc4)cc(=O)[nH]3)n2)cc1
 : -1.3%	0.31	852	i	-0.9%	1.4	1.5	7.5	i	-2.5	-2.5	804	-0.633	-0.365	-0.148	0.466	16.0%
CN(C)c1nc(N(C)C)nc(N2CC(=O)N(c3ccccc3)C2=N)n1
 : -0.1%	0.18	1231	i	.	3.2	1.8	7.3	i	-19.3	-22.1	666	-0.114	0.197	-0.0408	0.332	13.0%
CN(C)CCCN1C(=O)C2CCc3[nH]c4ccccc4c3C2C1=O (centres undefined)
 : -6.8%	0.46	1496	i	-0.5%	2.0	1.2	0.3	i	-15.4	-2.0	687	1.36	-0.0742	1.48	-1.93	-3.9%
COc1ccc(Oc2ncccc2[N+](=O)[O-])cc1
 : -7.9%	0.53	1022	i	.	.	.	.	.	.	8.1	727	-0.303	-0.245	-0.27	0.165	3.3%
COC(=O)c1cnn2c3c(c(C)nc12)CCCC3
 : -29.2%	2.07	1326	i	-1.5%	2.7	3.2	9.0	i	-7.6	.	.	0.649	-0.0787	0.434	-0.319	5.7%
COc1ccccc1NC(CC(=O)c1ccccc1)C(=O)OCC(=O)c1ccc(C)cc1 (centres undefined)
 : -2.5%	0	1497	i	-4.4%	6.9	2.0	4.2	i	12.6	-18.2	596	0.446	-0.239	0.244	0.0174	-1.9%
O=C(c1ccc(S(=O)(=O)c2ccccc2Cl)c([N+](=O)[O-])c1)N1CCCCCC1
 : -5.6%	0.37	1359	i	1.6%	3.7	2.7	4.3	i	-2.8	7.8	696	0.243	-0.126	0.439	-1.08	-1.0%
Cc1noc(NS(=O)(=O)c2ccc(NC(=O)c3ccc(OC(C)C)cc3)cc2)c1C
 : -3.7%	.	.	i	-0.1%	3.7	1.7	5.0	i	11.2	-2.6	658	-0.316	-0.264	-0.482	1.2	4.6%
O=C(COC(=O)/C=C/c1ccccc1)Nc1cccc(Oc2ccccc2)c1
 : 7.7%	.	.	i	-2.2%	2.5	2.8	9.4	i	2.8	4.0	714	1.22	-0.238	1.66	-1.07	-2.4%
c1ccc(N2CCCCC2)c(NC2=NCCC2)c1
 : 1.1%	-0.46	1247	i	-1.3%	3.8	1.6	10.4	i	3.4	.	.	-0.802	-0.314	-0.286	0.67	-1.6%
COc1ccccc1-c1noc(CCCC(=O)N2CCOCC2)n1
 : -9.2%	0.73	1088	i	.	.	.	.	.	.	-0.4	674	-0.747	-0.271	-0.468	0.38	3.8%
O=C(Oc1ccccc1[N+](=O)[O-])c1cccnc1
 : -4.0%	0.49	1514	.	-0.6%	2.8	1.8	6.9	i	-22.6	.	.	0.0759	-0.146	0.763	0.127	-0.1%
CCOc1ccc(CN2CCN(Cc3cnc(N4CCOCC4)s3)CC2CCO)cc1 (centres undefined)
 : .	-1.1	1420	i	-1.1%	1.6	1.5	11.2	i	0.1	11.4	712	-0.144	-0.0387	0.446	-0.257	.
COc1ccc(/C=N/NC(=O)c2ccccc2O)cc1Cn1cc(Cl)cn1
 : -4.6%	.	.	i	-1.2%	3.1	2.6	3.4	i	-33.7	.	.	-0.247	-0.207	-0.248	-0.0735	?
Cc1ccc(SCCC(=O)N/N=C/c2ccncc2)cc1
 : -9.2%	.	.	i	-1.0%	2.2	3.2	3.5	i	6.9	-9.3	734	-1.42	0.688	-0.596	0.663	1.9%
Cc1nc2sc(C(c3cccc(F)c3)N3CCCCC3)c(O)n2n1 (centres undefined)
 : 1.9%	0.87	993	i	-2.0%	8.0	2.3	70.4	i	2.8	0.6	697	-0.233	-0.279	-0.194	0.815	7.4%
CCC(=O)Nc1ccc(-c2nnc(SCC(=O)NCC3CCCO3)n2C)cc1 (centres undefined)
 : -1.8%	0.43	1510	i	0.6%	4.2	2.1	5.5	i	6.6	-2.1	512	0.877	-0.0363	0.55	-1.01	1.8%
COc1cccc(/C=N/NC(=O)CCc2n[nH]c(=O)[nH]c2=O)c1O
 : 1.2%	-0.23	1464	i	11.9%	2.5	2.7	7.6	i	13.3	-10.2	583	0.202	-0.187	0.218	-0.568	-11.0%
O=C(Nc1cccc(Br)c1)c1ccccc1-c1ccccc1
 : -4.6%	-0.27	1257	i	4.1%	3.7	3.4	8.9	i	1.0	-5.7	672	0.0258	-0.264	-0.201	1.31	-0.5%
CNCCCOc1ccc2c(c1)CCC2
 : -3.8%	0.68	1484	i	-0.5%	2.9	1.8	5.9	i	-7.7	7.4	660	-0.18	-0.327	0.0294	0.191	7.6%
CCCCOc1ccc(NC(=O)C(=O)NCCCn2ccnc2)cc1
 : 1.5%	-1.93	1181	i	-1.3%	2.3	3.0	9.0	i	0.8	0.9	755	-0.383	-0.231	-0.507	0.932	-2.5%
COc1ccc(SCCN2CCN(C)CCC2=O)cc1
 : 1.6%	0.54	1026	i	.	.	.	.	.	.	-9.2	606	-0.421	-0.834	-0.256	0.657	3.2%
Cc1cc(C(=O)OCC(=O)NCc2ccco2)c(C)o1
 : 1.9%	-0.24	1169	i	-2.7%	2.8	3.3	3.5	i	-12.1	-2.0	697	0.0421	-0.181	0.105	0.197	3.1%
CN(C(=O)COC(=O)C1CCN(S(=O)(=O)c2cccs2)CC1)c1ccccc1
 : -3.6%	0	1354	i	0.5%	2.3	1.1	3.2	i	10.7	7.9	702	-0.0248	-0.322	0.107	-0.0348	6.0%
Cc1cc(C)n(C(=O)Cn2nc([N+](=O)[O-])cc2C)n1
 : -9.4%	0.67	1075	i	.	1.7	1.5	11.8	i	-10.7	-1.6	708	-0.0931	-0.218	0.0229	0.465	1.8%
CC(CN(C)Cc1ccccc1)OC(=O)c1cccc(F)c1 (centres undefined)
 : 9.2%	2.14	983	i	-1.3%	3.4	2.4	9.5	i	1.8	7.6	640	-0.0115	-0.278	-0.0829	0.291	5.4%
CC(=O)Oc1cccc(/C=C2\C=C(c3ccc(C)cc3)OC2=O)c1
 : -5.8%	0.53	1426	i	0.3%	4.2	3.2	6.5	i	19.6	-7.8	637	-0.893	0.15	-0.0961	1.28	2.4%
CCCC(=O)C1=C(O)C(C(=O)OC)C(C)(C)CC1=Nc1ccccc1 (centres undefined)
 : 8.7%	-0.36	1279	i	-3.0%	0.9	1.2	8.2	i	-1.1	-14.3	759	-0.314	-0.162	0.145	0.341	3.8%
COc1ccc(-c2ccnc(SCC(=O)c3ccc(Cl)cc3)n2)cc1
 : 8.6%	-0.18	1476	i	-0.8%	4.4	2.2	3.6	i	11.9	-19.7	653	0.148	-0.194	-0.0496	-0.41	-3.9%
Cc1sc2nc(CC(N)=O)[nH]c(=O)c2c1-c1ccccc1
 : -2.4%	0.4	1256	i	-1.3%	3.1	2.2	3.9	i	-0.9	-3.1	711	-0.518	0.377	-0.405	0.671	1.3%
CS(=O)(=O)N(CC(=O)Nc1ccc(S(=O)(=O)N2CCCC2)cc1)c1cccc(F)c1
 : -2.4%	-0.67	982	i	.	.	.	.	.	.	-12.8	747	-0.415	-0.212	0.216	0.0572	8.1%
O=C(Nc1ccc(Cl)cc1)Nc1ccccc1C(=O)NCc1ccco1
 : 8.5%	-0.8	863	i	0.0%	0.9	1.3	11.3	i	4.5	-2.0	787	0.976	0.428	0.911	-0.623	11.7%
CCOC(=O)N1CCN(C(=O)c2ccc(Cn3c(=S)[nH]c4cc5c(cc4c3=O)OCO5)cc2)CC1
 : -7.7%	0.38	1176	i	-3.8%	1.0	1.2	11.7	i	4.3	-1.5	704	-0.694	0.578	0.303	0.0233	4.5%
C=CCN(CC=C)C(=O)Nc1ccc2nc(C)sc2c1
 : 5.2%	-0.7	1219	i	-2.1%	2.8	2.5	8.4	i	3.4	1.0	607	-0.275	-0.312	-0.524	0.262	11.5%
O=C(Nc1cccc(C(=O)O)c1)/C(=C\c1ccc2c(c1)OCO2)NC(=O)c1ccco1
 : 28.5%	0.13	1332	i	-0.2%	1.2	2.1	7.3	i	4.7	12.5	741	-0.842	-0.243	-0.595	1.6	7.0%

# Screening results deposited in PubChem BioAssay by several laboratories.
